PHOSPHO1 inh – PHOSPHO1 (human) inhibition; recombinant PHOSPHO1, absorbance phosphatase assay; actives 1.1% (n = 290,000); Q8TCT1; inhibition, % at 13.3 µM; AID 1565; in the data active = inhibition above about 60%
GPR7 antagonist – blocks human GPR7 receptor signaling | P48145 | GPR7-expressing cells, fluorescence antagonist assay | inhibition, % at 4.4 µM | actives 1.1% (n = 290,000); in the data active = inhibition above about 16%, passing the limit was not always enough;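 note: cells stimulated with the agonist NPW; 0% = agonist with vehicle and 100% = vehicle without agonist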
V1R ag counter – V1a receptor agonism, counter-screen for OXTR agonists | P37288 | CHO-V1R cells, Fluo-8 calcium fluorescence, agonist mode; 0% DMSO, 100% 3 nM vasopressin | activation, % at 3 µM | actives 0.25% (n = 320,000) | AID 2797;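 active = activation above the mean activation of all tested compounds plus 3 SD, per screening run, cut at about 20% in these data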;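 note: signal is peak over basal fluorescence ratio across a 100 second FLIPR read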
Target sequence (P37288 whole entry, looked up): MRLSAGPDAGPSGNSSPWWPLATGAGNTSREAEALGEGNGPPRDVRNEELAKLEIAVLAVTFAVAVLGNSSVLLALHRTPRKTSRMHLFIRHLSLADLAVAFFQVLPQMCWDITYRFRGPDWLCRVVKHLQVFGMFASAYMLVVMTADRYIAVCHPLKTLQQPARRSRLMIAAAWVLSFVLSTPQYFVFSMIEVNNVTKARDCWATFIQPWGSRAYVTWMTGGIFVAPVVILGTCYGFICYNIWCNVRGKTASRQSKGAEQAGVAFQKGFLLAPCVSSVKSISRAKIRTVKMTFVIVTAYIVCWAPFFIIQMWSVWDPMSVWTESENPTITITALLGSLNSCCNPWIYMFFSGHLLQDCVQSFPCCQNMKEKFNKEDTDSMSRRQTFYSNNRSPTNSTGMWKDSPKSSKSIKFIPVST
MEKK2 mut-MEK5 – signal of MEK5 binding to mutant human MEKK2 PB1 domain; actives 0.35% (n = 290,000); percent response, % at 10 µM; bead flow cytometry, Alexa488-MEK5 binding to MEKK2 mutant; in the data active = percent response above about 24%, passing the limit was not always enough; note: inactives centre near 1; some results filed as inactive read as strong as hits; reference of the scale not given here
MEKK2wt PB1 HTS – raises or lowers MEK5 binding to wildtype human MEKK2 PB1 domain. Q9Y2U5. bead flow cytometry, Alexa488-MEK5 binding to MEKK2 WT; actives lie on both sides. binding response (% of control), % at 10 µM. actives 1.1% (n = 290,000). AID 1531; in the data active = binding response below about 67% or above about 130%
NALP1 inh – NALP1 inhibition | actives 0.61% (n = 280,000) | inhibition, % at 10 µM | AID 2071 | S. cerevisiae NALP1/ASC/caspase-1 growth, X-gal OD620, 72 h; in the data active = inhibition mostly above about 24%, no sharp cut-off; inactive = mostly below about 32%; note: some compounds called inactive have numbers as strong as hits
OXTR ag – agonists of human oxytocin receptor. P30559. CHO-OTR cells, Fluo-8 calcium fluorescence; normalized: DMSO 0%, oxytocin 100%. activation, % at 3 µM. actives 0.32% (n = 320,000). AID 2435;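 active = activation above the mean of all tested compounds plus 3 SD, cutoff set per screening run, cut at about 20% in these data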;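 note: peak over basal fluorescence ratio from a 100 s FLIPR kinetic read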
MEKK3 PB1 HTS – MEKK3-MEK5 PB1 interaction, increase or decrease | Q99759 | actives 1.4% (n = 290,000) | binding response (% of control), % at 10 µM | bead-based flow cytometry, Alexa488-MEK5 binding to MEKK3; actives lie on both sides; 0 = blocked by unlabeled MEK5, 100 = vehicle | AID 1529;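 active = binding response more than 3 SD above or below the average of its plate-row segment, actives on both sides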;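 note: Alexa488 bead fluorescence after subtracting the streptavidin-only scavenger bead signal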
GalR3 antagonist – blocks the human galanin receptor 3; HEK293 GalR3-CNG cAMP membrane potential fluorescence; galR3 body fused to GalR1 C-terminus; inhibition, % at 3 µM; actives 0.44% (n = 360,000); AID 651719;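 active = inhibition above the screen-wide average plus 3 SD, cut at about 13% in these data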;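 note: forskolin and galanin both at EC90 stimulate the cells; cAMP rise reported by CNG channel membrane potential dye signal; 0% = forskolin plus galanin with DMSO and 100% = forskolin alone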
Target sequence (O60755 1-299 limits assumed): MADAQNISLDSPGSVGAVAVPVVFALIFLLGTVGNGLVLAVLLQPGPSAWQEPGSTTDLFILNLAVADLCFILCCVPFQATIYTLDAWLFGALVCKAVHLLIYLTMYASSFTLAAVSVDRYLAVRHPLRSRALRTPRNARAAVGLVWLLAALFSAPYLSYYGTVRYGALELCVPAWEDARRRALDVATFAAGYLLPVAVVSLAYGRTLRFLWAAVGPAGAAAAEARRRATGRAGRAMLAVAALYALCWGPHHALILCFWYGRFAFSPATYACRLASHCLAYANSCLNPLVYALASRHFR
An asterisk follows results filed as active; · = not tested or not shown.

(1) CCOc1ccc(CCNC(=O)c2c(C)nn(-c3ccccc3)c2Cl)cc1OCC
(2) CCOC(=O)C1CCCN(C(=O)CC(C)c2ccccc2)C1 (configuration not stated)
(3) COc1cccc(-n2c(=O)c3ccccc3n(CC(=O)NCC3CCCO3)c2=O)c1 (configuration not stated)
(4) CC(=O)c1ccc(OCC(O)CN2CCCC(C)C2)cc1 (configuration not stated)
(5) COc1ccc(C(=O)CSc2nnc(CNC(=O)c3ccccc3F)n2C)cc1OC
(6) CCOC(=O)C1=C(O)c2ccccc2C(=O)/C1=C\c1ccc(CC)cc1
(7) O=C(NNC(=S)NC1CCCCC1)c1ccccc1O
(8) Cn1cc(C(=O)c2ccc(Cl)cc2Cl)cc1C(=O)N/N=C(\N)COc1ccccc1
Assay by compound | 1 | 2 | 3 | 4 | 5 | 6 | 7 | 8
PHOSPHO1 inh | 42.6 | -11.1 | 14.3 | -2.3 | 35.1 | 7.0 | -64.3 | -54.1
GPR7 antagonist | -13.4 | -9.5 | 2.5 | 1.5 | -3.4 | -14.9 | -7.6 | 4.3
V1R ag counter | -1.6 | 1.0 | 0.0 | -0.2 | 0.2 | 1.2 | 6.5 | 1.2
MEKK2 mut-MEK5 | 3.0 | 0.0 | -5.0 | 5.0 | 3.0 | 6.0 | -1.0 | 5.0
MEKK2wt PB1 HTS | 102.0 | 102.0 | 99.0 | 107.0 | 104.0 | 103.0 | 95.0 | 97.0
NALP1 inh | 8.3 | 17.6 | 10.0 | 6.6 | -4.4 | 40.8 | 7.8 | -2.2
OXTR ag | -2.0 | -0.1 | 0.2 | 0.2 | 0.1 | 2.6 | 8.0 | 4.7
MEKK3 PB1 HTS | 101.0 | 99.0 | 100.0 | 103.0 | 97.0 | 103.0 | 98.0 | 101.0
GalR3 antagonist | -1.7 | -2.2 | -4.5 | · | -5.0 | · | -2.6 | 4.9

Random excerpt: 2 entries already listed, in no set order.
(1) CCOc1ccc(CCNC(=O)c2c(C)nn(-c3ccccc3)c2Cl)cc1OCC
(7) O=C(NNC(=S)NC1CCCCC1)c1ccccc1O
Assay by compound | 1 | 7
PHOSPHO1 inh | 42.6 | -64.3
GPR7 antagonist | -13.4 | -7.6
V1R ag counter | -1.6 | 6.5
MEKK2 mut-MEK5 | 3.0 | -1.0
MEKK2wt PB1 HTS | 102.0 | 95.0
NALP1 inh | 8.3 | 7.8
OXTR ag | -2.0 | 8.0
MEKK3 PB1 HTS | 101.0 | 98.0
GalR3 antagonist | -1.7 | -2.6

Single records (already shown). Order of values: PHOSPHO1 inh, GPR7 antagonist, V1R ag counter, MEKK2 mut-MEK5, MEKK2wt PB1 HTS, NALP1 inh, OXTR ag, MEKK3 PB1 HTS, GalR3 antagonist
Results for Cn1cc(C(=O)c2ccc(Cl)cc2Cl)cc1C(=O)N/N=C(\N)COc1ccccc1 : -54.1, 4.3, 1.2, 5.0, 97.0, -2.2, 4.7, 101.0, 4.9
Results for CCOC(=O)C1CCCN(C(=O)CC(C)c2ccccc2)C1 (configuration not stated) : -11.1, -9.5, 1.0, 0.0, 102.0, 17.6, -0.1, 99.0, -2.2
Results for CCOC(=O)C1=C(O)c2ccccc2C(=O)/C1=C\c1ccc(CC)cc1 : 7.0, -14.9, 1.2, 6.0, 103.0, 40.8, 2.6, 103.0, ·
Results for COc1cccc(-n2c(=O)c3ccccc3n(CC(=O)NCC3CCCO3)c2=O)c1 (configuration not stated) : 14.3, 2.5, 0.0, -5.0, 99.0, 10.0, 0.2, 100.0, -4.5
Results for COc1ccc(C(=O)CSc2nnc(CNC(=O)c3ccccc3F)n2C)cc1OC : 35.1, -3.4, 0.2, 3.0, 104.0, -4.4, 0.1, 97.0, -5.0

The main list resumes; the 2 compounds before the break are reprinted first.
(7) O=C(NNC(=S)NC1CCCCC1)c1ccccc1O
(8) Cn1cc(C(=O)c2ccc(Cl)cc2Cl)cc1C(=O)N/N=C(\N)COc1ccccc1
(9) C/C(=N/NC(=O)c1ccc(Br)s1)c1ccncc1
(10) CCCN(CCC)C(=S)NC1CC2C=CC1C2 (configuration not stated)
(11) CC(C)Cn1c(-c2ccc(Br)o2)n[nH]c1=S
(12) CCN(CC)CCNc1ncnc2c1sc1nc(N3CCOCC3)c3c(c12)CC(C)(C)SC3
(13) CCN(CC)S(=O)(=O)c1ccc(OCC(=O)NC(=O)c2ccccc2OC)c([N+](=O)[O-])c1
(14) COc1ccc(CNC(=O)CCC(=O)Nc2ccc(Cl)cc2)cc1
(15) Cc1nc(CNS(=O)(=O)c2ccccc2F)cs1
(16) CCN(CC)S(=O)(=O)c1cccc(NC(=O)COC(=O)CNC(=O)c2cccc(F)c2)c1
Assay by compound | 7 | 8 | 9 | 10 | 11 | 12 | 13 | 14 | 15 | 16
PHOSPHO1 inh | -64.3 | -54.1 | -1.9 | 41.8 | -5.0 | 13.5 | 38.3 | -16.4 | -8.6 | 9.0
GPR7 antagonist | -7.6 | 4.3 | -24.8 | -8.1 | -5.7 | -3.8 | -12.4 | -5.3 | -5.4 | -12.8
V1R ag counter | 6.5 | 1.2 | -0.9 | -1.8 | 0.1 | 0.5 | -0.2 | -0.8 | -0.3 | 5.7
MEKK2 mut-MEK5 | -1.0 | 5.0 | 7.0 | -5.0 | -2.0 | 17.0 | 7.0 | 3.0 | 8.0 | 4.0
MEKK2wt PB1 HTS | 95.0 | 97.0 | 107.0 | 95.0 | 95.0 | 130.0 | 106.0 | 103.0 | 95.0 | 102.0
NALP1 inh | 7.8 | -2.2 | 4.6 | · | 2.4 | 16.3 | 12.1 | 9.4 | 21.5 | ·
OXTR ag | 8.0 | 4.7 | -0.8 | -2.8 | -0.1 | 2.6 | 0.1 | -0.6 | 0.0 | 4.5
MEKK3 PB1 HTS | 98.0 | 101.0 | 103.0 | 97.0 | 96.0 | 101.0 | 101.0 | 105.0 | 101.0 | 99.0
GalR3 antagonist | -2.6 | 4.9 | 0.2 | -5.2 | 4.4 | -1.0 | -2.4 | -7.9 | · | 0.3

Screen by screen, as entered above.
Entries 10–16 in GPR7 antagonist, in turn: -8.1, -5.7, -3.8, -12.4, -5.3, -5.4, -12.8

(more compounds)
(17) CCn1cc(S(=O)(=O)CC(=O)Nc2cccc(C)c2)c2ccccc21
(18) COc1cccc(NC(=O)CCc2c(C)nn(-c3ccc(N4CCOCC4)nn3)c2C)c1
(19) Cc1c(NC(=O)CCCOc2ccccc2)cccc1[N+](=O)[O-]
(20) CCN(CC)S(=O)(=O)N1CCC(C(=O)NC2CCCC2)CC1
(21) O=C(Nc1ccc(-c2nc3cccnc3s2)cc1)c1ccco1
(22) COc1cc(CN2CCNC(=O)C2CC(=O)NCCCC2CCCC2)cc(OC)c1 (configuration not stated)
(23) CC(C)c1c(C(=O)N/N=C/c2ccc(OCc3ccccc3)cc2)nnn1-c1nonc1N
(24) C=Cn1c(C(=O)O)ccc1-c1ccc(OC)cc1
(25) CN(C)Cc1c(C(=O)N/N=C/C=C/c2ccccc2)nnn1-c1nonc1N
(26) CCO[C@@H]1OC(C(=O)N2CCN(Cc3ccccc3)CC2)=C[C@H](c2ccc(Br)cc2)[C@H]1CCCO
(27) Cc1ccc(NS(=O)(=O)c2ccccc2Cl)c2c1CC(C)(C)O2
Assay by compound | 17 | 18 | 19 | 20 | 21 | 22 | 23 | 24 | 25 | 26 | 27
PHOSPHO1 inh | 31.1 | 15.9 | 14.7 | -1.3 | 8.2 | 36.8 | 15.9 | -1.1 | 31.9 | 26.2 | 27.4
GPR7 antagonist | · | 0.1 | 7.5 | -5.1 | 2.3 | -6.8 | -11.6 | -1.8 | -7.5 | -3.1 | -3.4
V1R ag counter | 0.9 | 2.0 | 1.4 | 0.4 | 1.2 | -0.1 | 4.0 | -0.1 | 4.9 | 11.3 | -0.9
MEKK2 mut-MEK5 | -2.0 | 5.0 | 3.0 | 1.0 | 1.0 | 11.0 | 2.0 | -2.0 | 1.0 | 4.0 | 4.0
MEKK2wt PB1 HTS | 102.0 | 109.0 | 108.0 | 98.0 | 98.0 | 124.0 | 102.0 | 97.0 | 94.0 | 78.0 | 106.0
NALP1 inh | -4.2 | -10.8 | -12.0 | 5.1 | · | 17.9 | 6.7 | -9.1 | -29.5 | -1.2 | 6.5
OXTR ag | -0.1 | 1.2 | -0.1 | 0.3 | -0.3 | -0.7 | 4.3 | 0.0 | 1.1 | 2.4 | -2.1
MEKK3 PB1 HTS | 104.0 | 101.0 | 101.0 | 99.0 | 98.0 | 102.0 | 103.0 | 97.0 | 101.0 | 84.0 | 106.0
GalR3 antagonist | · | -5.9 | -5.0 | -5.6 | · | -1.5 | -6.5 | 1.0 | 3.0 | 0.0 | -8.8

From PubChem
